Screening results deposited in PubChem by National Center for Advancing Translational Sciences (NCATS).
L3MBTL1 block: qHTS Assay for the Inhibitors of L3MBTL1; Potency, µM (highest dose often 57.1 µM), for inactives: top-dose activity, negative = inhibition, actives largely listed as inhibitors; actives 0.66% (n = 230,000); Lethal(3)malignant brain tumor-like protein 1 (Homo sapiens), Q9Y468; AID 485360, 2010; AlphaScreen L3MBTL1–H3K9me1 peptide binding; also: potency is read from the fitted curve at half-maximal effect; % is scaled to controls: 0 for no effect and ±100 for the full control effect; nearly all actives have a fitted effect of over 60% in size
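AlphaScreen proximity signal between nickel-chelate acceptor and streptavidin donor beads (final 10 ug/mL) reports binding of 50 nM L3MBTL1 to 75 nM biotin-H3 K9me1 peptide; complex incubated with compounds 30 min at room temperature; cefsulodin titration as control.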
IMPase Li cell: qHTS Assay for Identifying the Cell-Membrane Permeable IMPase Inhibitors: Potentiation with Lithium; AID 1457, 2008; actives 0.35% (n = 210,000); Potency, µM (top dose mostly 59.4 µM), inactives show at the highest dose activity, negative = IMPase inhibition, usual class: inhibitors; CHO-M1 cells, IP1 TR-FRET (IP-One), carbachol + lithium;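 also: IP1 builds up when IMPase is blocked and the TR-FRET signal falls; potency is read from the fitted curve at half-maximal effect; plate controls were basal vehicle for no effect and high inhibitor control for full effect; nearly all actives have a fitted effect of over 50% in size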
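CHO-M1, 2000 cells/well, 16–30 h culture; cpd + low Li+, 30 min 37C; lysis with d2-IP1/Eu-anti-IP1 Ab, 10 min RT; TR-FRET 665/620 ratio and 620 channel; AC50 via Hill.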
KinaseGlo FLuc: Counterscreen for Luciferase (Kinase-Glo TM) Inhibition. Luciferin 4-monooxygenase (Photuris pensylvanica), Q27757. Kinase-Glo luciferase, ATP luminescence, 8 min. Potency, µM (top dose mostly 38.3 µM), without a hit: at the top dose activity change, negative = inhibition, actives largely listed as inhibitors. actives 0.28% (n = 200,000). AID 1379, 2008; also: potency is read from the fitted curve at half-maximal effect; % is scaled to controls: 0 for no effect and ±100 for the full control effect; nearly all actives have a fitted effect of over 60% in size
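Kinase-Glo luciferase light output from ATP and luciferin was measured with 10 uM ATP, within the enzyme's linear range. Buffer: 50 mM imidazole pH 7.2, 50 mM KCl, 7 mM MgCl2, 0.01% Tween 20, 0.05% BSA; luminescence read after 8 min at ambient temperature.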
HTT aggregate: qHTS Multiplex Assay to Identify Dual Action Probes in a Cell Model of Huntington: Aggregate Formation (GFP); PC12 HttQ103-GFP aggregates, Acumen cytometry, 40 h; Potency, µM (series often up to 46.1 µM), without a hit: at the top dose activity change, negative = inhibition, most hits filed as inhibitors; actives 1.1% (n = 220,000); AID 1688, 2009; also: potency is read from the fitted curve at half-maximal effect; % is scaled to controls: 0 for no effect and ±100 for the full control effect; nearly all actives have a fitted effect of over 60% in size
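PC12 cells stably carrying ecdysone-inducible HTT exon 1 Q103–GFP were induced with tebufenozide (100 nM final) and treated with library compounds in titration. GFP aggregates in lysates were counted by laser scanning cytometry.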
Epigenetic derep: Quantitative High-Throughput Screen for Regulators of Epigenetic Control | murine LDR cells, GFP reporter derepression, 30 h | Potency, µM (top dose mostly 53.9 µM), for the others: top-dose GFP activation, usual class: activators | actives 0.2% (n = 280,000) | AID 1865, 2009; also: potency is read from the fitted curve at half-maximal effect; % of control where 0% means no effect; nearly all actives have a fitted effect of over 60% in size
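GFP-positive cell count by laser-scanning cytometry (objects 20–120 um) after 30 h, 37 C compound exposure of murine LDR cells; reporter is CMV-GFP integrated at a silenced locus, inducible by HDAC or DNMT inhibitors.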
NPSR antag: qHTS Assay for Antagonists of the Neuropeptide S Receptor: cAMP Signal Transduction | Q6W5P4 | CHO-NPSR cells, cAMP TR-FRET, antagonist mode | Potency, µM (titrated, usually from 38.3 µM), without a hit: at the top dose activity change, negative = inhibition, actives largely listed as inhibitors | actives 1% (n = 220,000) | AID 1461, 2008; also: potency is read from the fitted curve at half-maximal effect; % is scaled to controls: 0 for no effect and ±100 for the full control effect; nearly all actives have a fitted effect of over 50% in size; many of its hits are not listed in these tables
Target sequence (Q6W5P4 whole entry, looked up): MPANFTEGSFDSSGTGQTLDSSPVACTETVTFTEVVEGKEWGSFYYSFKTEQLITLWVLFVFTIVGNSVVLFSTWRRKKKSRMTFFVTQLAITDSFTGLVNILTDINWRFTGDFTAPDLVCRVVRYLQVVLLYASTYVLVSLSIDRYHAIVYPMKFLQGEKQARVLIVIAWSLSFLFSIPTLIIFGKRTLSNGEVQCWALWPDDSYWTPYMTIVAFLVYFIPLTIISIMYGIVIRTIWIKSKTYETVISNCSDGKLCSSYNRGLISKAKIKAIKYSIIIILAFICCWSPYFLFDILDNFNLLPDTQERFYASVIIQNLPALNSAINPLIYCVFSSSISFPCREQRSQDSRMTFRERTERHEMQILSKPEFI
CBFb RUNX1 block: qHTS Assay for Compounds Blocking the Interaction Between CBF-beta and RUNX1 for the Treatment of Acute Myeloid Leukemia; AlphaScreen CBFb-His/RUNX1-biotin binding, biochemical; AID 1477, 2009; Potency, µM (titrated, usually from 59.8 µM), for the others: top-dose activity, negative = inhibition, actives largely listed as inhibitors; 230,000 tested, under 10 active; also: % of control where 0% means no effect
Target sequence (Q01196 whole entry, looked up): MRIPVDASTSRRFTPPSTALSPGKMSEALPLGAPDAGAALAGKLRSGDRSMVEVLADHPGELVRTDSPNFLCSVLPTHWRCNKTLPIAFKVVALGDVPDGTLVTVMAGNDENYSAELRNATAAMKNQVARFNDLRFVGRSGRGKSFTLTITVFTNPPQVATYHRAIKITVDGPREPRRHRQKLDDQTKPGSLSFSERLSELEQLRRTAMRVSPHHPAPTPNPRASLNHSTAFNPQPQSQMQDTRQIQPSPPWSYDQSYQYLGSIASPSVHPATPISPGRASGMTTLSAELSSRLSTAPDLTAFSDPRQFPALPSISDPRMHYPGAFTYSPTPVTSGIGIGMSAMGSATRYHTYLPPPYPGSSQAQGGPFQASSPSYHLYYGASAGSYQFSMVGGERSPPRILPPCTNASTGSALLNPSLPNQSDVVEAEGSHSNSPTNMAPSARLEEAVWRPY
Target sequence (Q13951 whole entry, looked up): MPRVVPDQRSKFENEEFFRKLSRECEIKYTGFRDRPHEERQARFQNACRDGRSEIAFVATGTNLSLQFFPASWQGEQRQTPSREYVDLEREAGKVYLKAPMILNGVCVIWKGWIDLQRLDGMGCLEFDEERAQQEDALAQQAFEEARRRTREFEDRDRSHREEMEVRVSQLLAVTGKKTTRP
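Interaction loss through any mechanism counts as activity. Pre-formed complex of His-CBF-beta and biotin-RUNX1 (30 nM apiece) is incubated with compound 15 min, then with 50 ng nickel and 50 ng streptavidin beads for 90 min before AlphaScreen detection.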
Numbers without * were called inactive; & = joins results of further samples; [ ] = another dose, or the depositor's remark. Calls follow the shape of the dose curve; as a rule, active = well fitted curve in the direction sought with a large enough effect; inconclusive = small, poorly fitted or top-dose-only effect, or another doubt; inactive = no such curve, though single readings can be large; an effect the other way counts as inactive or inconclusive.

For COc1ccc(-c2cc(-c3ccccc3)c(C#N)c(S(C)=O)n2)cc1 (stereo unspecified) the results were IMPase Li cell 41.5%[38.3 µM], KinaseGlo FLuc -4.0%, HTT aggregate -15.1%, Epigenetic derep 4.1%, NPSR antag inconclusive and CBFb RUNX1 block 3.6%.
For O=C(COC(=O)c1cccc(S(=O)(=O)NCc2ccccc2)c1)c1ccc2c(c1)OCCO2 the results were L3MBTL1 block -1.9%, IMPase Li cell 5.9%, KinaseGlo FLuc 3.0%, HTT aggregate inconclusive, Epigenetic derep 3.4%, NPSR antag -2.1%[46.1 µM] and CBFb RUNX1 block -4.9%.
Screening c1cc2c3c(cccc3c1)NC1(CCCCC1)N2 returned IMPase Li cell 23.9%[38.3 µM], KinaseGlo FLuc -7.8%, HTT aggregate -10.2%, Epigenetic derep 5.0%, NPSR antag -5.2%[46.1 µM] and CBFb RUNX1 block -2.4%.
CCOc1ccccc1/C=N/NC(=O)CNC(=O)COc1ccccc1 was read as L3MBTL1 block 13.1%, IMPase Li cell 4.9%, KinaseGlo FLuc 0.7%, HTT aggregate 1.2%, Epigenetic derep 0.8%, NPSR antag -5.5% and CBFb RUNX1 block 15.9%.
For O=C(Nc1ccc2c(c1)OCO2)c1ccc(Br)c(S(=O)(=O)N2CCCC2)c1 the results were L3MBTL1 block inconclusive, IMPase Li cell 17.7%, KinaseGlo FLuc -1.6%, HTT aggregate 12.6µM*, Epigenetic derep 1.2%, NPSR antag -19.7%[46.1 µM] and CBFb RUNX1 block 8.7%.
For Cc1nn(CCCC(=O)NCc2ccccc2)c(C)c1[N+](=O)[O-] the results were L3MBTL1 block 1.7%, IMPase Li cell 1.0%, KinaseGlo FLuc -0.6%, HTT aggregate inconclusive, Epigenetic derep -1.1%, NPSR antag 8.9% and CBFb RUNX1 block 0.9%.
`O=C1SCC(c2ccccc2)=NN1Cc1ccccc1` gave L3MBTL1 block 22.5%, IMPase Li cell 2.5%, KinaseGlo FLuc 11.1%, HTT aggregate 21.3%, Epigenetic derep 1.1%, NPSR antag -3.1% and CBFb RUNX1 block inconclusive.
`CCOc1ccc(NC(=S)NCCCN2CCOCC2)cc1` gave IMPase Li cell -6.9%, KinaseGlo FLuc 2.3%, HTT aggregate -2.1%, Epigenetic derep 5.8%, NPSR antag 25.1% and CBFb RUNX1 block -1.8%.
C=C(C)CNC(=S)N/N=C(\C)c1ccc(-n2ccnc2)cc1 was read as IMPase Li cell 19.2%[38.3 µM], KinaseGlo FLuc 18.0%, HTT aggregate 7.5%, Epigenetic derep 0.7%, NPSR antag -5.8%[46.1 µM] and CBFb RUNX1 block -6.9%.
For Cc1ccc2cccc(NC(=S)NC(=O)c3c(Br)cnn3C)c2n1 the results were L3MBTL1 block 5.2%[11.4 µM], IMPase Li cell 16.0%, KinaseGlo FLuc 2.7%, HTT aggregate -27.4%, Epigenetic derep inconclusive, NPSR antag -15.4% and CBFb RUNX1 block 2.9%.

Retrieved by compound from the entries so far, two records:
`O=C1SCC(c2ccccc2)=NN1Cc1ccccc1` gave L3MBTL1 block 22.5%, IMPase Li cell 2.5%, KinaseGlo FLuc 11.1%, HTT aggregate 21.3%, Epigenetic derep 1.1%, NPSR antag -3.1% and CBFb RUNX1 block inconclusive.
CCOc1ccccc1/C=N/NC(=O)CNC(=O)COc1ccccc1 was read as L3MBTL1 block 13.1%, IMPase Li cell 4.9%, KinaseGlo FLuc 0.7%, HTT aggregate 1.2%, Epigenetic derep 0.8%, NPSR antag -5.5% and CBFb RUNX1 block 15.9%.

The results go on.
Cc1cccc(N2CC(O)(c3cccs3)[N+]3=C2CCCC3)c1C (stereo unspecified) was read as IMPase Li cell 18.4%, KinaseGlo FLuc 1.0%, HTT aggregate -13.0%, Epigenetic derep -4.0%, NPSR antag 10.1% and CBFb RUNX1 block 4.6%.
For CCOC(=O)c1c(NC(=S)Nc2ccc(Cl)cc2)sc(C)c1C the results were IMPase Li cell inconclusive, KinaseGlo FLuc 19.0%, HTT aggregate 2.6%, Epigenetic derep -0.7%, NPSR antag 0.8%[46.1 µM] and CBFb RUNX1 block -3.3%.
Cc1csc(NC(=O)c2cccc(S(=O)(=O)N3CCCCC3)c2)n1 was read as L3MBTL1 block -0.7%, IMPase Li cell 13.2%[38.3 µM], KinaseGlo FLuc -0.4%, HTT aggregate -13.6%, Epigenetic derep -1.1%, NPSR antag -13.1%[46.1 µM] and CBFb RUNX1 block 5.2%.
Screening CN(C)C(=O)COc1ccc(Br)cc1 returned L3MBTL1 block 7.3%, IMPase Li cell -2.5%, KinaseGlo FLuc -1.0%, HTT aggregate -20.7%, Epigenetic derep 0.9%, NPSR antag 17.1% and CBFb RUNX1 block 2.6%.
For CC(C)(C)C1=Nn2c(nnc2-c2ccccc2F)SC1 the results were L3MBTL1 block 4.0%, HTT aggregate -0.7%, Epigenetic derep -4.3%, NPSR antag inconclusive and CBFb RUNX1 block 5.4%.
For CCCOc1ccc(CCC(=O)N/N=C/c2ccncc2)cc1 the results were L3MBTL1 block 3.3%, HTT aggregate 26.4%[9.22 µM], Epigenetic derep 4.0%, NPSR antag -4.6% and CBFb RUNX1 block 6.0%.
N#Cc1ccccc1S(=O)(=O)N1CCN(c2cnccn2)CC1 was read as L3MBTL1 block 7.9%, IMPase Li cell 4.3%, KinaseGlo FLuc -1.0%, HTT aggregate 26.4%, Epigenetic derep -0.2%, NPSR antag 1.9% and CBFb RUNX1 block -8.7%.
O=C(NCCn1cc(SCc2ccc(F)cc2)c2ccccc21)c1c(F)cccc1F was read as L3MBTL1 block -7.2%, IMPase Li cell 14.7%, KinaseGlo FLuc 0.2%, HTT aggregate inconclusive, Epigenetic derep -1.1%&-1.0%, NPSR antag -53.2% and CBFb RUNX1 block 4.9%.
`CCOC(=O)Cc1nn(C)c(=O)c2ccccc12` gave IMPase Li cell 27.8%[38.3 µM], KinaseGlo FLuc -4.9%, HTT aggregate -9.0%, Epigenetic derep 1.0%, NPSR antag 2.6%[46.1 µM] and CBFb RUNX1 block 4.8%.
Cc1c(C#N)c2ccccc2n1CC(=O)NCc1cccnc1 was read as IMPase Li cell 21.0%[38.3 µM], KinaseGlo FLuc -3.2%, HTT aggregate -18.1%, Epigenetic derep -1.0%, NPSR antag -13.9%[46.1 µM] and CBFb RUNX1 block 1.9%.
S=c1nc(-c2ccccc2)n(CCCn2ccnc2)c2c1CCCC2 was read as L3MBTL1 block -1.7%, IMPase Li cell 16.5%[38.3 µM], KinaseGlo FLuc 1.1%, HTT aggregate 6.1%, Epigenetic derep 0.8%, NPSR antag -1.3%[46.1 µM] and CBFb RUNX1 block 10.5%.
Screening CC(/C=N\NC(=O)Cn1c(C)nc2ccccc21)=C\c1ccccc1 returned L3MBTL1 block -1.1%, IMPase Li cell 14.1%[38.3 µM], KinaseGlo FLuc -1.5%, HTT aggregate inconclusive, Epigenetic derep 4.0%, NPSR antag -23.7%[46.1 µM] and CBFb RUNX1 block 2.2%.
For CCOC(=O)C1C(=O)NC(N2CCc3ccccc32)=NC1c1ccccc1 (stereo unspecified) the results were L3MBTL1 block -2.1%, IMPase Li cell -2.3%[38.3 µM], KinaseGlo FLuc 0.4%, HTT aggregate 27.3%, Epigenetic derep -4.1%, NPSR antag -12.7%[46.1 µM] and CBFb RUNX1 block 19.2%.
`COc1ccc(N=C2SCC(c3ccc([N+](=O)[O-])cc3)=NN2CCO)cc1` gave L3MBTL1 block -17.1%, HTT aggregate -4.5%[9.22 µM], Epigenetic derep 1.8%, NPSR antag 14.9% and CBFb RUNX1 block inconclusive.
CCOc1ccccc1N1C(=O)c2cccnc2C1=O was read as IMPase Li cell -1.8%[38.3 µM], KinaseGlo FLuc 1.1%, HTT aggregate 9.6%, Epigenetic derep 1.0%, NPSR antag -1.4%[46.1 µM] and CBFb RUNX1 block -11.5%.
For CCCC(=O)Nc1ccc(C(=O)N/N=C/c2ccc[nH]2)cc1 the results were L3MBTL1 block 3.8%, IMPase Li cell -3.7%, KinaseGlo FLuc -2.5%, HTT aggregate -1.3%, Epigenetic derep 3.8%, NPSR antag -2.0% and CBFb RUNX1 block 0.2%.
`CCCC(=O)NC(C)C(c1cccs1)N1CCN(c2ccccc2)CC1` (stereo unspecified) gave L3MBTL1 block 20.2%[11.4 µM], IMPase Li cell 7.9%, KinaseGlo FLuc -0.3%, HTT aggregate -14.0%, Epigenetic derep 0.0%, NPSR antag -4.9% and CBFb RUNX1 block 6.5%.
Screening COc1ccc(C2C(C(C)=O)=C(Nc3ccccc3)CC(C)(O)C2C(C)=O)cc1OC (stereo unspecified) returned L3MBTL1 block -27.0%, IMPase Li cell 16.3%, KinaseGlo FLuc 2.2%, HTT aggregate -7.4%, Epigenetic derep -1.0%, NPSR antag 11.4% and CBFb RUNX1 block 11.7%.
For NC(Cc1ccc(OC(F)F)cc1)C(=O)O (stereo unspecified) the results were L3MBTL1 block -5.8%, HTT aggregate -9.7%[9.22 µM], Epigenetic derep -2.1%, NPSR antag -5.2% and CBFb RUNX1 block 2.7%.
`O=C(NCCC1=CCCCC1)c1ccc(Br)o1` gave L3MBTL1 block -1.8%[11.4 µM], IMPase Li cell 26.2%[38.3 µM], KinaseGlo FLuc -0.1%, HTT aggregate 4.6%, Epigenetic derep 0.0%, NPSR antag 3.9%[46.1 µM] and CBFb RUNX1 block 8.6%.
Screening O=C(Nc1ccccc1Cl)c1ccccc1Cl returned L3MBTL1 block 0.3%, IMPase Li cell -1.2%[38.3 µM], KinaseGlo FLuc -0.2%, HTT aggregate 32.9%, Epigenetic derep 1.4%, NPSR antag -3.0%[46.1 µM] and CBFb RUNX1 block -3.2%.
Screening CC1CCc2ccccc2N1C(=O)c1cccs1 (stereo unspecified) returned IMPase Li cell 2.6%[38.3 µM], KinaseGlo FLuc 2.9%, HTT aggregate 6.8%, Epigenetic derep -1.1%, NPSR antag -10.3%[46.1 µM] and CBFb RUNX1 block -0.5%.
For Cc1nnc(SCCn2c(Br)nc3c2c(=O)[nH]c(=O)n3C)s1 the results were L3MBTL1 block 0.9%, IMPase Li cell -14.5%[38.3 µM], KinaseGlo FLuc 0.0%, HTT aggregate 9.9%, Epigenetic derep 0.9%, NPSR antag -18.4%[46.1 µM] and CBFb RUNX1 block -2.3%.

A portion of the library; the hit share may differ from the screen's.
